Compound activity from PubChem BioAssay.
HePTP inh: inhibitors of human HePTP phosphatase, primary screen, biochemical, absorbance, leukemia target; Tyrosine-protein phosphatase non-receptor type 7 (Homo sapiens), P35236; recombinant HePTP phosphatase activity, OD absorbance; inhibition, % at 20 µM; actives 0.64% (n = 110,000); in the data active = inhibition above about 50%;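 note: plate controls were vehicle for no effect and reference inhibitor for full effect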
Target sequence (P35236 whole entry, looked up): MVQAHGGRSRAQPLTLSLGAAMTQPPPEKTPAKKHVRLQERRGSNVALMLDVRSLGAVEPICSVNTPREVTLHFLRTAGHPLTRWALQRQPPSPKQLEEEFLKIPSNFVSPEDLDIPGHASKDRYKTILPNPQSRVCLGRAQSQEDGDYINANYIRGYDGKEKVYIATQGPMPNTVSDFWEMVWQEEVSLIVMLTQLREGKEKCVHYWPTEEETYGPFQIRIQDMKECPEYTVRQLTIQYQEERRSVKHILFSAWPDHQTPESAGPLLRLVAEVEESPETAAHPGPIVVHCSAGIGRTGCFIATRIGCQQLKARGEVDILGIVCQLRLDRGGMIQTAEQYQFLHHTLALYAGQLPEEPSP
BAP1 inh: inhibitors of BAP1 deubiquitinase, primary screen, biochemical, Ub-AMC fluorescence, kinetic; Ubiquitin carboxyl-terminal hydrolase BAP1 (Homo sapiens), Q92560; recombinant BAP1, Ub-AMC hydrolysis fluorescence kinetic; active compounds read low; activity remaining (% of control), % at 20 µM; actives 0.48% (n = 72,000);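 active = activity remaining at or below 50% of control, provided the compound also passes the data quality filters; inactive = the rest, including low values that fail the filters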;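 note: 100% = DMSO wells rate and 0% = substrate alone blank rate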
Target sequence (Q92560 whole entry, looked up): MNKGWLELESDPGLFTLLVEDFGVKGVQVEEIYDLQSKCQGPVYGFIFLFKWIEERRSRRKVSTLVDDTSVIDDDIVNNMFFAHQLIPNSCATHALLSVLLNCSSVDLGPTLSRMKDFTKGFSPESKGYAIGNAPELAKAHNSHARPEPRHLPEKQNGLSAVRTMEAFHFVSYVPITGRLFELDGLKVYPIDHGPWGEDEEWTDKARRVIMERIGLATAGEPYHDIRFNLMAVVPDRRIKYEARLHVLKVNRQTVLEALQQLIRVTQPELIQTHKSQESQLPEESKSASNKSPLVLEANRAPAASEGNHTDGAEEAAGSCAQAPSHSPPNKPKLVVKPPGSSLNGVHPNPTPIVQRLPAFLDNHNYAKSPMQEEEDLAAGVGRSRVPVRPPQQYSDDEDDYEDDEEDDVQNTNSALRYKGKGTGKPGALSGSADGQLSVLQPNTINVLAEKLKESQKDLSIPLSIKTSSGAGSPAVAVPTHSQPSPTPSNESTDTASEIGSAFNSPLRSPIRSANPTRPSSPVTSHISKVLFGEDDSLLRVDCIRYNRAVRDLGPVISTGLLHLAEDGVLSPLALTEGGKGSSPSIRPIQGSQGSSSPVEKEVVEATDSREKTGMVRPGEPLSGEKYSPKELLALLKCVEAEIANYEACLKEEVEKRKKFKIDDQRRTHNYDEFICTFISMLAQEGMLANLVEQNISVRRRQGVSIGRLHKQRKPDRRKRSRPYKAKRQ
The depositor's hits bear a star; x = not tested or not shown; & = joins results of further samples.

SMILES	HePTP inh	BAP1 inh
Cc1nnc(NC(=O)c2cc(-c3cccs3)nc3ccccc23)s1	102*	x
COC(=O)c1ccc(/C=C2\SC(=S)N(NC(=O)Cc3ccccc3)C2=O)cc1	-6	x
COc1ccccc1/C=C/c1nc(O)c([N+](=O)[O-])c(=O)[nH]1	7	x
Cc1ccc(C(=O)C2C(c3cccs3)NC(=O)NC2(O)C(F)(F)F)cc1 (stereo not drawn)	5	88
COc1cccc(C2NC(=O)NC(C)=C2C(=O)Nc2cccc(C)c2C)c1 (stereo not drawn)	4	104
C=CCNC(=S)Nc1nc(C)c(C)s1	5	x
CCn1c(C(C)NC(=O)Cc2ccccc2)nc2ccccc21 (stereo not drawn)	-3	x
COc1ccccc1-c1nnc2sc(COc3ccc(F)cc3)nn12	2	85
COCCNC(=O)C(c1cccc(OC)c1)N(C(=O)Cn1nnc2ccccc21)c1cccnc1 (stereo not drawn)	-3	90
CCCCSc1nnc(CCCCCNC(=O)OC(C)(C)C)o1	10	100
Cc1ccc2nc(NC(=O)c3c(-c4ccccc4)noc3C)sc2c1	6	x
COc1ccc(C2OCC3C(C)C=C(C)C2C3C)cc1 (stereo not drawn)	0	x
O=C(Nc1ccc(OC(=O)c2cccs2)cc1)c1ccco1	0	86
CCN1CCN(c2nc3c(c(=O)[nH]c(=O)n3C)n2CCCSc2ncccn2)CC1	5	97
O=C(CCCO)c1ccc2c(c1)OCCO2	6	x
O=C1Nc2ccc(S(=O)(=O)N3CCCCCC3)c3cccc1c23	4	84
COc1ccc(CNc2nc3c(c(=O)n(Cc4ccc(Br)cc4)c(=O)n3C)n2C)cc1	8	80
Cc1ccccc1N1C(=O)CC(N2CCC(C(N)=O)CC2)C1=O (stereo not drawn)	1	96
Cc1ccc(-c2nn(-c3ccccc3)cc2C=C2C(=O)CC(C)(C)CC2=O)cc1	5	x
NC12CC3CC(C1)CC(CO)(C3)O2	10	100
CCCNS(=O)(=O)c1ccc(CCC(=O)Nc2ccc3c(c2)OCO3)cc1	-1	108
CCC(=O)N1CCN(c2cc(N3CCC(C)CC3)c(F)cc2[N+](=O)[O-])CC1	6	x
Cc1ccc(NC(=O)COC(=O)c2ccnn2C)cc1	3&-5	104
Cc1nnc(NC(=O)C2CCCCC2)s1	0	86
CNC(=O)C(=O)NCCN1CCN(C(=O)c2cccc([N+](=O)[O-])c2)CC1	9	x
SMILES	HePTP inh	BAP1 inh
CCOC(=O)N1CCN(C(=S)Nc2ccc3nccnc3c2)CC1	-12	x
CC(=O)c1ccc(NC(=O)c2ccc(N(Cc3ccccc3)S(C)(=O)=O)cc2)cc1	8	x
COCCNC(=O)Cc1ccc(OC)c(OC)c1	4	x
CCOC(=O)C1CCN(S(=O)(=O)c2ccc(Br)c(OCC)c2)CC1	-10	68
O=C(CSCC(=O)N1CCOCC1)Nc1ccccc1	1&0	96
CCn1c(SCC(=O)Nc2nc3ccc(OC)cc3s2)nc2c1c(=O)n(C)c(=O)n2C	3	135
O=c1c(Oc2ccccc2)coc2cc(O)ccc12	x	82
Oc1c(Cl)cc(Cl)c2c1NCCC2	4	98
CCSc1nc(C)c(CC)c(C)c1C(N)=O	9	82
CC1(C)Cn2c(nnc2-c2ccccc2)S1	3	68
COC(=O)/C(=C\C(=O)c1ccc(Cl)cc1)Nc1ccccc1	10	x
CS(=O)(=O)N(CC(=O)Nc1ccccc1Cl)c1ccc(Br)cc1	-6	x
CCN(CC)c1ccc(Nc2nc(-c3sc(N)nc3C)cs2)cc1	1	x
O=C(O)CC1SC(=O)N(Cc2ccccc2)C1=O (stereo not drawn)	-1	99
O=C(CSc1nc2ccccc2c(=O)n1Cc1ccco1)c1ccccc1	-5	x
O=C1C(=O)N(CCO)C(c2cccc(F)c2)/C1=C(\O)c1ccc(Cl)cc1 (stereo not drawn)	4	88
CCc1nc2scc(-c3ccccc3)c2c(=O)n1N	0	96
COc1ccc(CN2CCN(C3CCC(C)CC3)CC2)c(OC)c1OC (stereo not drawn)	11	x
CC(C)(C)c1ccc(/C=C/C(=O)NCc2ccccc2)cc1	-4	x
CCOC(=O)C1=C(C)NC(=S)NC1c1cc(OC)c(OC)c(OC)c1 (stereo not drawn)	-2	x
COc1ccc(C(=O)N2CCN(C(=O)c3ccc(-c4ccccc4)cc3)CC2)cc1OC	4	x
CC(=O)Oc1cccc(NC(=O)c2cccc(C(=O)Nc3cccc(OC(C)=O)c3)c2)c1	-14	x
CC1CCN(S(=O)(=O)c2cc(Cl)ccc2Cl)CC1	0	x
CCCCC(=O)Nc1ccc(C(=O)N2CCN(C)CC2)cc1	-2	86
CCc1c(C)sc(NC(=O)c2ccc(Cl)cc2)c1C(N)=O	8	x

HePTP inh: hit marks shown above.
SMILES	HePTP inh	BAP1 inh
Cc1nnc(NC(=O)c2cc(-c3cccs3)nc3ccccc23)s1	102*	x

More compounds follow.
SMILES	HePTP inh	BAP1 inh
Cc1cc(NC(=O)CSc2nc3cc4c(cc3c(=O)n2CCc2ccccc2)OCO4)no1	8	77
Cc1cccc(N2CCN(C(=O)c3ccncc3)CC2C)c1 (stereo not drawn)	-8	122
O=C(c1noc2c1CCCC2)N1CCCCC1	4	106
COC(=O)C1=C(C)N=C2SCCC(=O)N2C1c1cccs1 (stereo not drawn)	3&4	108
COc1ccc([N+](=O)[O-])cc1NC(=O)Cc1ccc(Cl)cc1	4	x
Cc1ccc2c(CC(=O)N3CCc4ccccc43)coc2c1	-1	75
Cn1c(SCC(=O)N2CCCc3ccccc32)nnc1-c1cccs1	-4	92
C=COCCn1c2ccccc2c2cc(Br)ccc21	6	x
O=C(Nc1nnc(-c2ccco2)s1)c1cccc2ccccc12	8	x
O=C(CSc1ncnc2c1oc1ccccc12)OCc1ccccc1	4	63
O=C(NCc1ccco1)c1cc(-c2cccc(Cl)c2)on1	-1	102
O=C(Nc1nnc(CCN2CCCCC2)s1)C1CCCCC1	0	109
Cc1ccc(C=C2C(=O)NC(=S)N(c3ccccc3Cl)C2=O)o1	65*	x
CCOC(=O)C(CC)Oc1ccc2c(C)c(CC)c(=O)oc2c1C (stereo not drawn)	5	x
O=C(CCNc1ccc(F)c(Cl)c1)c1ccco1	6	101
CC(=O)Nc1ccc(-c2nc(-c3ccc4c(c3)C(=O)c3cc([N+](=O)[O-])ccc3-4)c(-c3ccccc3)[nH]2)cc1	9	x
Cc1cccc(-c2c3c(=O)n(C)c(=O)n(C)c3cn2C(C)C)c1	2	94
CCOc1ccc(C=Nc2ccc([N+](=O)[O-])cc2)cc1	x	62
Cc1ccc(C(=O)Nc2ccccc2)cc1	-3	x
COCCNC(=O)c1sc2nc(-c3ccccc3)cn2c1C	10	96
CC(C)(C)c1ccc(CSc2nnnn2-c2ccccc2)cc1	-18	x
COc1ccc(/C=N/N=C2/SC(CC(=O)O)C(=O)N2c2ccc(O)cc2)cc1 (stereo not drawn)	7	x
CCN(CC)CCCN1C(=O)C(=O)/C(=C(/O)c2ccc3c(c2)CC(C)O3)C1c1cccnc1 (stereo not drawn)	8	142
CC(NC(=O)CNC(=O)OCc1ccccc1)C(=O)N1CC(O)CC1C(=O)OCc1ccccc1 (stereo not drawn)	-7	113
CCOC(=O)N(C)c1ccc(C(O)(C(F)(F)F)C(F)(F)F)cc1	2	96

Given with values under each structure: entries from further up
Below each compound – HePTP inh	BAP1 inh
Cc1cccc(N2CCN(C(=O)c3ccncc3)CC2C)c1 (stereo not drawn)
→ -8	122
O=C(c1noc2c1CCCC2)N1CCCCC1
→ 4	106
COC(=O)C1=C(C)N=C2SCCC(=O)N2C1c1cccs1 (stereo not drawn)
→ 3&4	108
COc1ccc([N+](=O)[O-])cc1NC(=O)Cc1ccc(Cl)cc1
→ 4	x
Cc1ccc2c(CC(=O)N3CCc4ccccc43)coc2c1
→ -1	75
Cn1c(SCC(=O)N2CCCc3ccccc32)nnc1-c1cccs1
→ -4	92
C=COCCn1c2ccccc2c2cc(Br)ccc21
→ 6	x
O=C(Nc1nnc(-c2ccco2)s1)c1cccc2ccccc12
→ 8	x
O=C(CSc1ncnc2c1oc1ccccc12)OCc1ccccc1
→ 4	63
O=C(NCc1ccco1)c1cc(-c2cccc(Cl)c2)on1
→ -1	102
O=C(Nc1nnc(CCN2CCCCC2)s1)C1CCCCC1
→ 0	109
Cc1ccc(C=C2C(=O)NC(=S)N(c3ccccc3Cl)C2=O)o1
→ 65*	x
CCOC(=O)C(CC)Oc1ccc2c(C)c(CC)c(=O)oc2c1C (stereo not drawn)
→ 5	x
O=C(CCNc1ccc(F)c(Cl)c1)c1ccco1
→ 6	101
CC(=O)Nc1ccc(-c2nc(-c3ccc4c(c3)C(=O)c3cc([N+](=O)[O-])ccc3-4)c(-c3ccccc3)[nH]2)cc1
→ 9	x
Cc1cccc(-c2c3c(=O)n(C)c(=O)n(C)c3cn2C(C)C)c1
→ 2	94
CCOc1ccc(C=Nc2ccc([N+](=O)[O-])cc2)cc1
→ x	62

Following part:
SMILES	HePTP inh	BAP1 inh
CC(C)(C)C1=C(C#N)C(c2cc3c(cc2Br)OCO3)C(C#N)=C(N)O1 (stereo not drawn)	-5	82
CC(C)c1nnc(NC(=O)c2ccccc2)s1	7	x
Cc1ccc2c(c1)c1c3n2CCN(C(=O)C2CC2)C3CCC1 (stereo not drawn)	10	92
CC(=O)N(C1=C(N2CCCC2)C(=O)c2ccccc2C1=O)C1CCCCC1	7	x
Cc1cc(C)c(NC(=O)CN2CCN(C)CC2)c(C)c1	10	89
CCn1c2ccccc2c2nnc(SCC(=O)N(c3ccccc3)c3ccccc3)nc21	x	161
Cc1cccc(C)c1NC(=O)CSc1nnc(-c2ccoc2C)n1C	12	99
Cc1ccc(NC(=O)c2ccc(F)c(S(=O)(=O)N3CCOCC3)c2)cc1F	-3	65
Cc1cc(F)ccc1NCc1cccnc1	-4	x
Cc1ccc(NC(=O)CN2C(=O)NC3(CCC(C)CC3)C2=O)c(Cl)c1 (stereo not drawn)	7	126
Brc1ccc(OCCCCCN2CCCCC2)cc1	-8	x
COc1cc(/C=C2/SC(=S)N(C)C2=O)cc([N+](=O)[O-])c1O	7	x
COC(=O)c1cccc(S(=O)(=O)N2CCN(c3nc4ccccc4s3)CC2)c1	-2	109
O=c1c2cc3ccccc3n2cnn1Cc1ccccc1F	16	83
Nc1ccccc1C(=O)N=Nc1c(O)[nH]c2ccccc12	0	x
O=C(Nc1ccccc1C(F)(F)F)c1cc(S(=O)(=O)N2CCOCC2)ccc1F	7	57
O=C1c2ccccc2C(=O)C1C1=CC(c2ccccc2)C(c2ccccc2)N=N1 (stereo not drawn)	-2	x
CC(=O)OCC(=O)[C@H]1CC[C@H]2[C@@H]3CCC4=CC(=O)CC[C@]4(C)[C@H]3CC[C@]12C	10	136
CC(=O)Nc1ccc2oc(-c3cccc(I)c3)nc2c1	x	140
COc1ccc(-c2noc(CN(C(=O)c3ccc(OC(C)=O)cc3)C(C)C)n2)cc1OC	0	58
Cc1cccc(NC(=O)C2CCN(S(=O)(=O)c3cccc4cccnc34)CC2)c1	9	102
Oc1c(Br)cc2oc3c(c2c1/C=N/n1cnnc1)CCCC3	5	x
O=[N+]([O-])c1cc2c(cc1/C=N/n1cnnc1)OCO2	6	x
Cc1noc(C)c1S(=O)(=O)N1CCCC(C(=O)Nc2cccnc2)C1 (stereo not drawn)	8	82
CC(=O)N1CCc2cc(Br)cc(S(=O)(=O)NCCN3CCCCC3C)c21 (stereo not drawn)	12	81
SMILES	HePTP inh	BAP1 inh
O=C1OC(c2ccc(F)cc2)=N/C1=C\c1ccc2c(c1)OCO2	-5	x
COc1ccc(Cl)cc1/C=C(/C#N)c1nc2ccccc2[nH]1	3	x
O=C1c2ccccc2C(=O)N1c1ncc(Cc2cccc(Cl)c2Cl)s1	2	x
CCSc1nnc(NC(=O)CSc2nnc(Cc3cccn3C)n2-c2ccc(F)cc2)s1	0	81
COc1ccc(Cl)cc1N(C)C(=O)CCc1nc(-c2ccc(C)cc2)no1	6	91
O=C(Nc1cc([N+](=O)[O-])ccc1F)c1cccs1	7	x
COc1cccc(OC)c1C(=O)N1CCOCC1	8	128
COc1ccc(NC(=O)/C(=C\c2cccnc2)NC(=O)c2ccccc2)cc1	-11	x
CC(C)(C#Cc1ccc(Br)cc1)OC(=O)Nc1cccc2ccccc12	-7	x
COc1cc(Nc2cc(C)nc3ncnn23)cc(OC)c1	2	97
Cc1cc(N2C(=O)NC(=O)/C(=C\c3sccc3C)C2=O)ccc1Br	-6	x
Cc1ccc(Cl)cc1NC(=O)c1ccc(N(Cc2ccccc2)S(C)(=O)=O)cc1	-12	x
C=CCNC(=O)C1CC(=O)N(c2ccc(OCC(=O)NCc3ccccc3)cc2)C1 (stereo not drawn)	6	111
Cc1ccc(C)n1-c1ccc(Nc2ccccc2)cc1	10	x
Cc1cccc(C)c1NC(=O)c1c(F)c(F)c(F)c(F)c1F	2	x
COc1cccc(-c2nnc(SCC(=O)N3CCOCC3)o2)c1	0	101
COc1nc(-c2ccccc2)c2cc(C)ccc2n1	0	x
CC1(C)CC(=O)C(=Cc2cn(-c3ccccc3)nc2-c2cccs2)C(=O)C1	-15	x
c1ccc(Cn2c(Nn3cnnc3)nc3ccccc32)cc1	6	x
CCOC(=O)C1=C(O)/C(=C/c2ccc(OCC)cc2)SC1=Nc1ccc([N+](=O)[O-])cc1	0	x
COc1ccccc1-c1csc(NC(=O)c2cc(-c3ccccc3)nc3ccccc23)n1	x	77
N#CC(C(=O)OC1CCCCC1)c1nc2ccccc2nc1N1CCOCC1 (stereo not drawn)	10	104
C#CCOc1ccc(/C=C2\C(=O)NC(=O)N(c3cc(C)cc(C)c3)C2=O)cc1OCC	7	x
NC(=O)c1ccccc1NS(=O)(=O)c1ccc(F)cc1	-5	x
CCN1CCCC1CN(Cc1cc2cc(C)ccc2[nH]c1=O)C(=O)Nc1ccccc1OC (stereo not drawn)	8	92
CCOC(=O)c1c(C)c2c(n1C)CCC/C2=N\O	-1	x
Cn1c(=O)n(C)c2cc(S(=O)(=O)N3CCOCC3)ccc21	10	104
CC1CC(C)CN(c2nc3c(c(=O)[nH]c(=O)n3C)n2CCCSc2nc3ccccc3s2)C1 (stereo not drawn)	5	72
